LANA DNA inh = inhibitors of KSHV LANA C-terminal domain DNA binding; MBP-C-LANA/FAM-LBS DNA binding, fluorescence polarization; inhibition, % at 9 µM; 340,000 tested, 0.078% active; AID 504423;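 active = highest replicate inhibition at or above 60% at 9 µM, even if other replicates fall short; inactive = all replicates below 60% inhibition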;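 note: 0% = neutral control wells and 100% = 4 µM acridine orange control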
RTF Ca sens inh = cardiac RTF calcium desensitization | P19429+P45379 | IANBD-labeled cardiac RTF, Ca2+ fluorescence | inhibition, % at 7.15 µM | 340,000 tested, 0.12% active | AID 493244;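 active = inhibition above the mean inhibition of all tested compounds plus 3 SD, cut at about 17% in these data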;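 note: assay run at fixed EC70 calcium of 1.6 mM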
MOR-DOR inv ag = inverse agonist of human OPRM1-OPRD1 heterodimerization; P35372+P41143; 340,000 tested, 0.21% active; cell-based MOR-DOR heterodimer luminescence, inverse agonism; inhibition, % at 9.3 µM; in the data active = inhibition above about 22%, passing the limit was not always enough;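 note: 0% = cells with DMSO and 100% = wells without cells with DMSO; values of inactives mirror those of a sister screen read the other way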
Keap1 Nrf2 FP = inhibitors of human Keap1-Nrf2 protein-protein interaction. Keap1 Kelch-Nrf2 peptide fluorescence polarization, 1536-well. 340,000 tested, 0.15% active. Q14145. inhibition, % at 9.4 µM. AID 504523; in the data active = inhibition above about 12%;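 note: human Keap1 Kelch domain with fluorescein labeled Nrf2 9mer peptide probe; 0% = neutral control wells and 100% = peptide positive control; higher means more block of Keap1 binding to Nrf2 peptide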
Target sequence (Q14145 whole entry, looked up, the tested form may be a part): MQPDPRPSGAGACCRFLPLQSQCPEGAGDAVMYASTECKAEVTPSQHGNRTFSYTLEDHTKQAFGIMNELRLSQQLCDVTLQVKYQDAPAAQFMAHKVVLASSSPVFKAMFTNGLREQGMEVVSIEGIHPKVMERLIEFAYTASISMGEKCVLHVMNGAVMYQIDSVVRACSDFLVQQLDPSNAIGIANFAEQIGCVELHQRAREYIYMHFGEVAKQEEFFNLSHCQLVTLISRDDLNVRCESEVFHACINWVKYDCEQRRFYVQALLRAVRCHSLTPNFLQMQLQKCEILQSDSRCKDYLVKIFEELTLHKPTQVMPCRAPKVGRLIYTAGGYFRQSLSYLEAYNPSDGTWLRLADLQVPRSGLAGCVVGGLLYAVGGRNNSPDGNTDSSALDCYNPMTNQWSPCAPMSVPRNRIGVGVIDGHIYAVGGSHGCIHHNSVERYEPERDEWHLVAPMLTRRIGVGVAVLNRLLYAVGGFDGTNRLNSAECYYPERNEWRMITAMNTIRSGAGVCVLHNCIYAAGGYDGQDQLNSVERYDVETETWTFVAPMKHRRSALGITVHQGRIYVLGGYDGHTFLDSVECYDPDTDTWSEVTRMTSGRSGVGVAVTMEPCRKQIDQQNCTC
HTR5A ag ctr = counter-screen for OPRM1-OPRD1 agonists: human HTR5A agonism; P47898; HTR5A agonist assay, luminescence, cell-based; activation, % at 9.3 µM; 340,000 tested, 0.61% active; in the data active = activation mostly above about 9.5%, no sharp cut-off; inactive = mostly below about 7.6%;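 note: 0% = cells with vehicle only and 100% = reference agonist; strong numbers were not always called active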
Target sequence (P47898 whole entry, looked up): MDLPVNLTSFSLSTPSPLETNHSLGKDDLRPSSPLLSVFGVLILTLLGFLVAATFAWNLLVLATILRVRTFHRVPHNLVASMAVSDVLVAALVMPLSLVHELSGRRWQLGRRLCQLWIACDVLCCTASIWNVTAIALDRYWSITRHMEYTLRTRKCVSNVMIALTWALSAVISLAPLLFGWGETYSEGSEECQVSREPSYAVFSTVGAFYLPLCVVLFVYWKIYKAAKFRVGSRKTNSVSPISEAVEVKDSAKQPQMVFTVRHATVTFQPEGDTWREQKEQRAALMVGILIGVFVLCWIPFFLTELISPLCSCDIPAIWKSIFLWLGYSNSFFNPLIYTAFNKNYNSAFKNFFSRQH
HTR5A inv ctr = inverse agonist of human HTR5A in OPRM1-OPRD1 counter-screen | P47898 | HTR5A cell line, luminescence, inverse agonism | inhibition, % at 9.3 µM | 340,000 tested, 0.083% active | AID 504634; in the data active = inhibition mostly above about 23%, no sharp cut-off; inactive = mostly below about 18%;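 note: 0% = cells with DMSO and 100% = no-cell wells with DMSO; some compounds called inactive have numbers as strong as hits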
cardiac RTF act = increases calcium sensitivity of human cardiac regulated thin filaments | P19429+P45379 | activation, % at 7.2 µM | 340,000 tested, 0.24% active | IANBD-labeled TnC RTF fluorescence at EC20 calcium; 0% EC20 calcium, 100% full calcium;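 active = activation above the mean over all tested compounds plus 3 SD, cut at about 30% in these data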;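 note: rise in fluorescence read as greater calcium sensitivity of cardiac thin filaments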
CAL PDZ FP = inhibitors of human CAL PDZ peptide binding; 300,000 tested, 0.92% active; Q9HD26; AID 602252; purified CAL PDZ, TMR-peptide fluorescence polarization, 1 h; inhibition, % at 24.9 µM;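 active = mean inhibition of at least 30% with at least half of replicates also reaching 30%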;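 note: 0% = DMSO neutral control and 100% = excess unlabeled competitor peptide PRC23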
V-ATPase pHluor = alters yeast V-ATPase proton transport; S. cerevisiae, pHLuorin cytosolic pH fluorescence; response, % at 10 µM; 350,000 tested, 0.37% active; AID 504577; in the data active = response mostly above about 7.3%, no sharp cut-off; inactive = mostly below about 5.4%; note: actives read high; inactives centre near 0; some compounds called inactive have numbers as strong as hits; reference of the scale not given here
MOR-DOR ag = OPRM1-OPRD1 heterodimerization agonism; cells, luminescence; activation, % at 9.3 µM; 340,000 tested, 0.3% active; AID 504326; in the data active = activation above about 18%;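 note: 0% = vehicle-treated cells and 100% = reference agonist; values of inactives mirror those of a sister screen read the other way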
* = called active by the depositor.

`Cc1ccc(OCC(=O)Nc2ccc(Cl)cc2)c([N+](=O)[O-])n1` gave LANA DNA inh -3.0, RTF Ca sens inh -8, MOR-DOR inv ag -7, Keap1 Nrf2 FP -1, HTR5A ag ctr -1, HTR5A inv ctr 7, cardiac RTF act 13, CAL PDZ FP -1, V-ATPase pHluor 1 and MOR-DOR ag 1.8.
CCOC(=O)c1ccc(NC(=O)c2nc[nH]c2C(=O)NCCCCCNC(=O)OC(C)(C)C)cc1 was read as LANA DNA inh -0.2, RTF Ca sens inh -10, MOR-DOR inv ag -21, Keap1 Nrf2 FP -3, HTR5A ag ctr 13, HTR5A inv ctr -37, cardiac RTF act 2, CAL PDZ FP -3, V-ATPase pHluor -4 and MOR-DOR ag 3.6.
For COc1cccc(NC(=O)CN(C)C(=O)c2ccc(COc3ccccc3)cc2)c1 the results were LANA DNA inh 0.4, RTF Ca sens inh -10, MOR-DOR inv ag -3, Keap1 Nrf2 FP 0, HTR5A ag ctr 1, HTR5A inv ctr -3, cardiac RTF act -13, V-ATPase pHluor 1 and MOR-DOR ag 0.5.
Screening COC(=O)[C@H]1C2CCC(C(=O)OC)(CC2)[C@H]1C(=O)OC returned LANA DNA inh -0.4, RTF Ca sens inh -12, MOR-DOR inv ag 13, Keap1 Nrf2 FP -5, HTR5A ag ctr 3, HTR5A inv ctr -17, cardiac RTF act -8, CAL PDZ FP 0, V-ATPase pHluor 0 and MOR-DOR ag -2.5.
`COc1ccc2cc(C(=O)c3ccccc3)c(=O)oc2c1` gave LANA DNA inh 0.3, RTF Ca sens inh -7, MOR-DOR inv ag 5, Keap1 Nrf2 FP -2, HTR5A ag ctr 0, HTR5A inv ctr -5, cardiac RTF act -5, CAL PDZ FP -3, V-ATPase pHluor 4 and MOR-DOR ag -0.9.
`CCOC(=O)c1sc2nc(CC(C)C)c3c(c2c1N)CCC3` gave LANA DNA inh -2.2, RTF Ca sens inh 4, MOR-DOR inv ag 3, Keap1 Nrf2 FP 6, HTR5A ag ctr -4, HTR5A inv ctr 11, cardiac RTF act -5, CAL PDZ FP -2, V-ATPase pHluor -11 and MOR-DOR ag -0.5.
Cc1ccc2nc(NS(=O)(=O)c3cn(C)nc3C)sc2c1 was read as LANA DNA inh 0.0, RTF Ca sens inh 0, MOR-DOR inv ag 20, Keap1 Nrf2 FP -1, HTR5A ag ctr 5, HTR5A inv ctr 4, cardiac RTF act -3, CAL PDZ FP 1, V-ATPase pHluor -2 and MOR-DOR ag -3.7.
For Cc1nc(SCC#N)c2c(C)c(C)sc2n1 the results were LANA DNA inh 1.8, RTF Ca sens inh 8, MOR-DOR inv ag -4, Keap1 Nrf2 FP -2, HTR5A ag ctr 6, HTR5A inv ctr -7, cardiac RTF act -1, CAL PDZ FP -2, V-ATPase pHluor -1 and MOR-DOR ag 0.8.
`CCOc1ccc(C(=O)Nc2nnc(C3=COCCO3)o2)cc1` gave LANA DNA inh -0.3, RTF Ca sens inh 0, MOR-DOR inv ag 17, Keap1 Nrf2 FP 1, HTR5A ag ctr -2, HTR5A inv ctr 6, cardiac RTF act 7, CAL PDZ FP 0, V-ATPase pHluor -1 and MOR-DOR ag -2.9.
Screening O=C(CNC(=O)c1ccco1)N/N=C/c1ccc(C(=O)O)cc1 returned LANA DNA inh -0.3, RTF Ca sens inh 6, MOR-DOR inv ag -5, Keap1 Nrf2 FP -2, HTR5A ag ctr 0, HTR5A inv ctr -8, cardiac RTF act -7, CAL PDZ FP -1, V-ATPase pHluor -2 and MOR-DOR ag 0.8.
Cc1ccc(C(=O)NCC(=O)NCCCc2ccccc2)s1 was read as LANA DNA inh -0.7, RTF Ca sens inh -4, MOR-DOR inv ag 15, Keap1 Nrf2 FP -1, HTR5A ag ctr 8, HTR5A inv ctr -22, cardiac RTF act 0, CAL PDZ FP -4, V-ATPase pHluor -2 and MOR-DOR ag -2.8.
For CN1/C(=C/C(=O)CSc2ccccc2C(=O)O)C(C)(C)c2ccccc21 the results were LANA DNA inh 3.9, RTF Ca sens inh -7, MOR-DOR inv ag 7, Keap1 Nrf2 FP -1, HTR5A ag ctr 0, HTR5A inv ctr -6, cardiac RTF act -2, CAL PDZ FP 12, V-ATPase pHluor -1 and MOR-DOR ag -1.4.

At a glance, part of the list above.
`Cc1ccc(OCC(=O)Nc2ccc(Cl)cc2)c([N+](=O)[O-])n1` gave LANA DNA inh -3.0, RTF Ca sens inh -8, MOR-DOR inv ag -7, Keap1 Nrf2 FP -1, HTR5A ag ctr -1, HTR5A inv ctr 7, cardiac RTF act 13, CAL PDZ FP -1, V-ATPase pHluor 1 and MOR-DOR ag 1.8.
CCOC(=O)c1ccc(NC(=O)c2nc[nH]c2C(=O)NCCCCCNC(=O)OC(C)(C)C)cc1 was read as LANA DNA inh -0.2, RTF Ca sens inh -10, MOR-DOR inv ag -21, Keap1 Nrf2 FP -3, HTR5A ag ctr 13, HTR5A inv ctr -37, cardiac RTF act 2, CAL PDZ FP -3, V-ATPase pHluor -4 and MOR-DOR ag 3.6.

Continued.
Screening CCn1c(CNC(=O)c2ccco2)nnc1SCC(=O)Nc1ccccc1Cl returned LANA DNA inh 0.1, RTF Ca sens inh -17, MOR-DOR inv ag 4, Keap1 Nrf2 FP 3, HTR5A ag ctr 1, HTR5A inv ctr -3, cardiac RTF act -7, CAL PDZ FP -3, V-ATPase pHluor -3 and MOR-DOR ag -0.7.
`CCCCn1c(N)c(N(CCOC)C(=O)c2cc(-c3ccccc3Cl)nc3ccccc23)c(=O)[nH]c1=O` gave LANA DNA inh 0.1, RTF Ca sens inh 2, MOR-DOR inv ag -8, Keap1 Nrf2 FP -2, HTR5A ag ctr 4, HTR5A inv ctr 5, cardiac RTF act -6, CAL PDZ FP -1, V-ATPase pHluor -3 and MOR-DOR ag 1.2.
CSCCC(NC(=O)c1cccc(C)c1)C(=O)OCN1C(=O)c2ccccc2C1=O (configuration not stated) was read as LANA DNA inh -0.2, RTF Ca sens inh -1, MOR-DOR inv ag 18, Keap1 Nrf2 FP 4, HTR5A ag ctr 2, HTR5A inv ctr -10, cardiac RTF act -3, CAL PDZ FP -1, V-ATPase pHluor -5 and MOR-DOR ag -3.3.
`CNC1=CC(=O)CC(c2ccccc2)C1` (configuration not stated) gave LANA DNA inh 4.4, RTF Ca sens inh 1, MOR-DOR inv ag 16, Keap1 Nrf2 FP -5, HTR5A ag ctr -3, HTR5A inv ctr -24, cardiac RTF act 1, CAL PDZ FP -2, V-ATPase pHluor 3 and MOR-DOR ag -3.1.
Screening Cc1cccc(N2CCN(CCCNC(=O)C3CCCN(c4ncnc5c4nc4n5CCCCC4)C3)CC2C)c1 (configuration not stated) returned LANA DNA inh 0.8, RTF Ca sens inh 1, MOR-DOR inv ag 4, Keap1 Nrf2 FP -7, HTR5A ag ctr -3, HTR5A inv ctr 18, cardiac RTF act -4, CAL PDZ FP 5, V-ATPase pHluor 0 and MOR-DOR ag -0.7.
`Cc1ccc(C2(C)NC(=O)N(CC(=O)NC(C)c3ccccc3)C2=O)cc1` (configuration not stated) gave LANA DNA inh 0.2, RTF Ca sens inh -5, MOR-DOR inv ag 4, Keap1 Nrf2 FP -5, HTR5A ag ctr -2, HTR5A inv ctr -9, cardiac RTF act 0, CAL PDZ FP -3, V-ATPase pHluor 0 and MOR-DOR ag -0.6.
For COC(=O)C1=C(CS(=O)(=O)c2ccc(C)cc2)NC(=O)NC1c1ccc(OC)c(OC)c1 (configuration not stated) the results were LANA DNA inh 0.2, RTF Ca sens inh -4, MOR-DOR inv ag 8, Keap1 Nrf2 FP 3, HTR5A ag ctr -2, HTR5A inv ctr 5, cardiac RTF act 1, CAL PDZ FP -6, V-ATPase pHluor -4 and MOR-DOR ag -1.4.
For N#CCCN(C(=O)COC(=O)c1n[nH]c2ccccc12)c1ccccc1 the results were LANA DNA inh -1.8, RTF Ca sens inh -1, MOR-DOR inv ag -3, Keap1 Nrf2 FP -5, HTR5A ag ctr 4, HTR5A inv ctr -10, cardiac RTF act -2, CAL PDZ FP -10, V-ATPase pHluor -1 and MOR-DOR ag 0.8.
COCCCNS(=O)(=O)c1ccc2[nH]c3c(c2c1)CCCCC3 was read as LANA DNA inh -1.9, RTF Ca sens inh -4, MOR-DOR inv ag 5, Keap1 Nrf2 FP 0, HTR5A ag ctr 2, HTR5A inv ctr -7, cardiac RTF act -4, CAL PDZ FP 2, V-ATPase pHluor -3 and MOR-DOR ag -1.1.
Screening CCN(CC)C(c1ccc(F)cc1)c1nnnn1C1CCCCC1 (configuration not stated) returned LANA DNA inh 1.1, RTF Ca sens inh -1, MOR-DOR inv ag 4, Keap1 Nrf2 FP 0, HTR5A ag ctr 4, HTR5A inv ctr 3, cardiac RTF act -4, CAL PDZ FP 0, V-ATPase pHluor -1 and MOR-DOR ag -0.9.
For CCN1C/C(=C\c2cccc([N+](=O)[O-])c2)C(=O)/C(=C/c2cccc([N+](=O)[O-])c2)C1 the results were LANA DNA inh -0.4, RTF Ca sens inh 5, MOR-DOR inv ag 7, Keap1 Nrf2 FP 0, HTR5A ag ctr -3, HTR5A inv ctr 15, cardiac RTF act -2, CAL PDZ FP -5, V-ATPase pHluor 7 and MOR-DOR ag -1.3.
`CCc1ccccc1N(C1=NCCCS1)S(=O)(=O)c1ccc(C(C)(C)C)cc1` gave LANA DNA inh 1.7, RTF Ca sens inh 1, MOR-DOR inv ag 18, Keap1 Nrf2 FP -5, HTR5A ag ctr 5, HTR5A inv ctr -2, cardiac RTF act -6, CAL PDZ FP 0, V-ATPase pHluor -1 and MOR-DOR ag -3.5.
OCC[C@H]1C[C@H](O)[C@@H](O)[C@]2(CCc3ccccc3O2)O1 was read as LANA DNA inh -1.2, RTF Ca sens inh -9, MOR-DOR inv ag 11, Keap1 Nrf2 FP -5, HTR5A ag ctr 10, HTR5A inv ctr 18, cardiac RTF act -1, CAL PDZ FP 0, V-ATPase pHluor 0 and MOR-DOR ag -2.0.
Screening Cc1[nH]n(-c2ccc(Cl)c(Cl)c2)c(=O)c1CCO returned LANA DNA inh -0.5, RTF Ca sens inh 4, MOR-DOR inv ag -1, Keap1 Nrf2 FP -1, HTR5A ag ctr 3, HTR5A inv ctr -15, cardiac RTF act 2, CAL PDZ FP -3, V-ATPase pHluor 6 and MOR-DOR ag 0.3.
Screening O=C(NC1CCCCC1)C12CC3CC(C1)CC(n1cncn1)(C3)C2 returned LANA DNA inh -0.7, RTF Ca sens inh 3, MOR-DOR inv ag 8, Keap1 Nrf2 FP -1, HTR5A ag ctr -2, HTR5A inv ctr 5, cardiac RTF act -6, CAL PDZ FP -4, V-ATPase pHluor -1 and MOR-DOR ag -1.6.
`O=C(CCCN1C(=O)/C(=C/c2ccccc2OC(F)F)SC1=S)Nc1cccnc1` gave LANA DNA inh 2.0, RTF Ca sens inh 2, MOR-DOR inv ag -92, Keap1 Nrf2 FP -10, HTR5A ag ctr 1, HTR5A inv ctr -4, cardiac RTF act -2, CAL PDZ FP -7, V-ATPase pHluor 2 and MOR-DOR ag 17.
For COc1cc(OC)cc(C(=O)NCC(=O)OCC(=O)Nc2cc(S(C)(=O)=O)ccc2Cl)c1 the results were LANA DNA inh -0.2, RTF Ca sens inh -6, MOR-DOR inv ag 13, Keap1 Nrf2 FP -5, HTR5A ag ctr 1, HTR5A inv ctr -10, cardiac RTF act 3, CAL PDZ FP -1, V-ATPase pHluor 3 and MOR-DOR ag -2.6.

Assay outcomes: PubChem BioAssay, several laboratories

Compounds were not picked by outcome; any-hit rate near 2.8%.
